SKN-1 inh: inhibitors of C. elegans SKN-1 | C. elegans VP596 Pgst-4::GFP/RFP ratio, acrylamide-induced, 24 h | inhibition, % at 21.8 µM | 360,000 tested, 0.49% active | AID 624304;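 active = interference check ratio from 0.5 to 1.5 plus GFP to RFP signal ratio inhibition reaching or exceeding a fixed threshold, cut at about 30% in these data, passing the limit was not always enough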; note: some compounds called inactive have numbers as strong as hits
CendR NRP1 mod: NRP-1/CendR interaction modulation; FAM-RPARPAR peptide binding to NRP-1, fluorescence polarization; inhibition, % at 25 µM; 360,000 tested, 0.85% active;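 active = inhibition or corrected inhibition above about 18%, plus a signal ratio from 0.5 to 1.5, limit read from the data, passing the limit was not always enough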; note: strong numbers were not always called active
MsrA inh: bovine MsrA inhibition | purified bovine MsrA, absorbance read-out | inhibition, % at 15.5 µM | 360,000 tested, 0.75% active | AID 651718; in the data active = inhibition above about 4.5%;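 note: 0% = vehicle wells with enzyme and 100% = reference inhibitor wells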
FAS TE block: blocks the thioesterase domain of human fatty acid synthase. P49327. recombinant FAS-TE, OMFH fluorogenic substrate, fluorescence endpoint. inhibition, % at 15 µM. 360,000 tested, 0.67% active;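 active = compounds whose normalised, plate-corrected inhibition of enzyme fluorescence in the single-dose primary screen is 50% or more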;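 note: 0% = DMSO with enzyme and 100% = substrate without enzyme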
Neddyl block: cullin neddylation inhibition. P61081+Q13564. TR-FRET cullin neddylation, biochemical. calls only at 25 µM. 360,000 tested, 0.58% active; in the data active = inhibition above about 36%
bovine MsrA act: activators of bovine methionine sulfoxide reductase A; activation, % at 10.6 µM; purified bovine MsrA, absorbance read-out; 360,000 tested, 0.3% active; in the data active = activation above about 7.5%;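 note: 0% = vehicle and 100% = reference activator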
Rin1 Abl inh: blocks binding of human Rin1 to Abl; P00519+Q13671; TR-FRET Rin1/Abl binding, biochemical; inhibition, % at 7.35 µM; 360,000 tested, 0.4% active; AID 588664; in the data active = inhibition above about 5%, passing the limit was not always enough
eLon inh: inhibits E. coli Lon protease; 360,000 tested, 0.42% active; purified E. coli Lon protease, fluorescence polarization; P0A9M0; inhibition, % at 7.94 µM; in the data active = inhibition above about 13%, passing the limit was not always enough;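 note: 0% = enzyme with probe and DMSO and 100% = no enzyme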
Target sequence (P0A9M0 whole entry, looked up): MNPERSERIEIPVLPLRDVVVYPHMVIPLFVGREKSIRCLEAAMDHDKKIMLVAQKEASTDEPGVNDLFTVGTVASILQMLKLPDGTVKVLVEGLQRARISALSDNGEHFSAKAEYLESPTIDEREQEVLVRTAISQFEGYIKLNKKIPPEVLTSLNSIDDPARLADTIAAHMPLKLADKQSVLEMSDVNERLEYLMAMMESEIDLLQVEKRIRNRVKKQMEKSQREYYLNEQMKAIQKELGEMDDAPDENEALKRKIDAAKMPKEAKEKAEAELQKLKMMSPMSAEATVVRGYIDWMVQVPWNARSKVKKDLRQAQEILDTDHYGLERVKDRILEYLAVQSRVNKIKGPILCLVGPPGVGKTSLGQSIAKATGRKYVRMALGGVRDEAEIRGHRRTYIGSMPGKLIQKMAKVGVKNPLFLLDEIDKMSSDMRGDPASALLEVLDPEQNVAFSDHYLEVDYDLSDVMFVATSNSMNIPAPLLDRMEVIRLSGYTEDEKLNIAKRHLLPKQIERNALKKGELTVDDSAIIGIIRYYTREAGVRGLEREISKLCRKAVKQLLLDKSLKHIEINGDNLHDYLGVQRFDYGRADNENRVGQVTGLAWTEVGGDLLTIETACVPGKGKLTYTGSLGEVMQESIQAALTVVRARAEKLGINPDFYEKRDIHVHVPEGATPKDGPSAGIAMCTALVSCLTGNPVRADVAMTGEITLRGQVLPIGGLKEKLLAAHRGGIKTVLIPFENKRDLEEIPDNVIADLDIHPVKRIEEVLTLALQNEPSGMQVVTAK
MT1-MMP act inh: inhibitors of human MT1-MMP activation. P50281. HT1080 RFP-PRO-GFP cells, GFP/RFP ratio fluorescence, overnight; percent of plate control window, DMSO zero. GFP/RFP ratio change, % at 20 µM. 360,000 tested, 0.061% active. AID 651647;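 active = GFP/RFP ratio change of at least 30% with cell ATP level not reduced by more than half and red fluorescence within 50% of control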; note: strong numbers were not always called active
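Assay system: RFP-PRO-GFP reporter HT1080 cells; read-out basis: GFP/RFP fluorescence ratio; benchmarks: DMSO wells and RFP-L50D-GFP cells; doses: 20 µM single dose, 1% DMSO; schedule: overnight cell settling, then overnight compound exposure, 37 °C, 5% CO2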
An asterisk follows results filed as active; i = inactive; . = not tested or not shown.

Below each compound – bovine MsrA act, SKN-1 inh, FAS TE block, CendR NRP1 mod, eLon inh, Rin1 Abl inh, MT1-MMP act inh, Neddyl block, MsrA inh
CCc1cccc2c(=O)c(C(=O)N3CCOCC3)c[nH]c12
    -1, 7, -8, 8, -1, 1, 2, i, 0.0
Cc1ccc(/C=N/Nc2cc(C)nc(N3CCOCC3)n2)cc1
    -6, 7, 14, 0, 11, -1, -2, i, 2.4
S=C(N/N=C/c1ccccc1)N1CCOCC1
    -2, 6, -8, -14, -5, 0, 5, i, 1.3
COc1cccc(C2C3=C(CC(C)(C)CC3=O)Nc3n[nH]c(C)c32)c1 (configuration not stated)
    -1, 8, 0, 5, -3, 2, -4, ., 4.2
COc1ccccc1OC(C)c1nnc(SCC(=O)Nc2c(C)n(C)n(-c3ccccc3)c2=O)n1-c1ccccc1 (configuration not stated)
    -2, -18, -8, -6, -4, 0, 5, i, -0.8
COc1ccc(S(=O)(=O)N2CCOCC2)cc1C(=O)N(C)CCOc1ccc(Cl)cc1
    -4, -9, 3, 11, -2, 3, 1, i, 0.6
COc1ccc(NC(=O)CSc2nnnn2Cc2ccccc2)cc1
    0, 1, 2, -15, 10, 3, 2, i, -0.5
CCc1ccc(N2CC(C(=O)NCc3ccco3)CC2=O)cc1 (configuration not stated)
    3, 2, -2, 0, 0, -3, -4, i, 1.3
O=C(COc1nsnc1N1CCOCC1)Nc1ccc([N+](=O)[O-])cc1
    -3, 14, 6, -4, -10, -1, -2, i, 1.2
CCC(=O)N1CCC1(C)C(=O)Nc1cccc2cccnc12 (configuration not stated)
    -2, 5, -4, 3, -8, 1, 0, i, 0.8
O=C(Nc1cccc(Cl)c1)c1cnn2cccnc12
    -4, -3, 16, -6, -9, 3, 0, i, 0.8
COc1cc(C(=O)OCCCN(C)C)cc(OC)c1OC
    -1, 5, -1, 0, -2, -1, -1, i, -0.8
COc1ccccc1N1CCN(C(=O)C2c3ccccc3Oc3ccccc32)CC1
    -2, 4, 13, 25*, 8, -1, 0, i, 0.5
Cc1cccc(NC(=S)NCCc2ccccn2)c1
    4, -5, -7, 6, -13, -1, -4, i, -0.1
Cc1cc(C)cc(-n2c(=O)c3sccc3n(CC(=O)NCc3ccco3)c2=O)c1
    -6, 1, -6, -11, -10, -7, -1, i, -1.6
FC(F)Oc1ccc(/C=N/NC(=S)Nc2cc(C(F)(F)F)ccc2Cl)cc1
    1, 4, -10, 17, 2, -1, 1, i, -1.0
COc1ccc([C@@H]2CC=C(C(=O)O)[C@H](c3ccc(F)cc3)N2S(=O)(=O)c2ccccc2C)cc1
    -1, 3, -5, 2, -1, 0, -6, i, 0.3
O=C1C=C(c2ccc(C(=O)O)cc2)C[C@@H](c2ccc(F)cc2)C1
    1, 9, 7, 1, -5, 1, 18, i, 1.2
CC(=O)Nc1ccc(NC(=O)C(C)OC(=O)C2CCCC2)cc1 (configuration not stated)
    -4, 1, -3, 10, -1, 2, -1, i, -0.5
Cc1cc(C)cc(NC(=O)CC2Oc3ccc(C)cc3NC2=O)c1 (configuration not stated)
    -2, -4, 1, -5, -6, 1, 5, i, 1.1
Cc1ccc(-c2nc3c(Cl)cc(C(F)(F)F)cn3c2Cc2ccsc2)cc1
    -3, 4, 16, -7, 0, ., -4, i, -0.3
COc1ccccc1NC(=O)N1CCC(NC(=O)C2CCCCC2)CC1
    -3, -14, -4, 3, 2, 3, 0, i, 0.1
CCCCNS(=O)(=O)c1ccc(NC(=O)C2c3ccccc3Oc3ccccc32)cc1
    -4, 11, 4, -3, 13, -3, -3, i, -0.2
COc1ccc(OC)c2c1cc(C(=O)N[C@H](C(=O)N1CCC(C(=O)O)CC1)C(C)C)n2C
    -4, 20, -4, 3, 9, 1, 3, i, 0.9
COc1ccc([C@H]2CC(=O)C=C(C#CC(C)(C)C)C2)cc1
    0, 3, 3, 8, 5, -1, 1, i, 0.5
CN(C)c1ccc(C(=O)NCC(c2cccs2)N2CCOCC2)cc1 (configuration not stated)
    -9, -10, -2, -1, 7, 1, 6, i, -0.1
O=C(Cn1[nH]c(=O)c2ccccc2c1=O)OCC(=O)c1ccc(F)cc1
    -2, 8, -4, -1, -3, -2, 0, i, -0.5
CN1C(c2ccc(F)cc2)=CS/C1=C(\C#N)c1nnc2n1-c1ccccc1SC2
    -2, 8, 9, -6, 0, 1, ., i, 1.9
COc1ccc(NC(=O)CNc2cc(S(=O)(=O)N3CCOCC3)ccc2NCC2CCCO2)cc1 (configuration not stated)
    -2, 12, 3, -128, 3, -3, 6, i, 4.5
Nc1nc(N)c2cc(Sc3cccc(C(F)(F)F)c3)ccc2n1
    -1, -5, 0, -3, 9, 2, 0, i, 0.0
CCOC(=O)C1(C)CCCN(C(=O)c2c(F)ccc(C)c2F)C1 (configuration not stated)
    -2, 2, -2, 0, 1, -5, -2, i, 0.6
Cc1nnsc1C(=O)N/N=C/c1ccccc1
    -5, 15, -4, -5, -10, -2, -2, i, -0.5
CCOC(=O)CSc1nc2c(sc3ccc([N+](=O)[O-])cc32)c(=O)n1Cc1ccco1
    4, 4, 36, -4, 14, 0, 1, i, 0.2
CCOc1ccc2nc(N/C(N)=N/C(=S)Nc3cccc(C)c3)nc(C)c2c1
    -1, 10, 19, -2, -8, -3, -9, i, -0.9
COC(=O)c1ccc(C2c3c(oc4ccc(Cl)cc4c3=O)C(=O)N2CCN2CCOCC2)cc1 (configuration not stated)
    -13, -1, 54*, 0, -6, -5, -1, i, 0.0
COc1cccc(OCC(=O)NC2CCS(=O)(=O)C2)c1 (configuration not stated)
    -1, -2, -7, 1, -14, -2, -2, i, -0.1
Brc1ccc(CNCC2CCCO2)cc1 (configuration not stated)
    -1, -16, -2, 12, 4, 0, 2, i, 0.1
CCCN(C(=O)c1cn(-c2ccccc2)nc1-c1ccc(OC)cc1)C1CCS(=O)(=O)C1 (configuration not stated)
    -9, 14, -2, 4, -8, 2, -1, i, 0.2
O=C(COc1ccccc1)OC(C(=O)c1ccccc1)c1ccccc1 (configuration not stated)
    -2, 1, 20, -12, -1, 3, 4, i, -0.4
Cc1ccc(C)c(OCCC(=O)Nc2cc(S(=O)(=O)N3CCCCC3)ccc2C)c1
    3, 12, 19, 3, -4, 0, 2, i, -0.1

Reprinted from the part before: 2 entries, then new ones.
Below each compound – bovine MsrA act, SKN-1 inh, FAS TE block, CendR NRP1 mod, eLon inh, Rin1 Abl inh, MT1-MMP act inh, Neddyl block, MsrA inh
O=C(COc1ccccc1)OC(C(=O)c1ccccc1)c1ccccc1 (configuration not stated)
    -2, 1, 20, -12, -1, 3, 4, i, -0.4
Cc1ccc(C)c(OCCC(=O)Nc2cc(S(=O)(=O)N3CCCCC3)ccc2C)c1
    3, 12, 19, 3, -4, 0, 2, i, -0.1
CC(C)c1[nH]nc2c1C(c1ccc(OC(=O)c3ccco3)cc1)C(C#N)=C(N)O2 (configuration not stated)
    -2, 15, -7, 6, 2, 0, 0, i, -1.3
S=c1[nH]nc(Cc2noc3ccccc23)n1-c1ccccc1
    0, 2, -3, -2, -12, -3, -2, i, -1.3
COc1ccc(Nc2nc(Cl)c(C=O)s2)cc1
    -3, -1, -9, -174, -28, -4, -43, i, .
CCCCN(c1nc2ccccc2nc1Cl)S(=O)(=O)c1ccc(C)cc1
    -2, 6, 23, -8, -1, 0, -7, i, 0.8
Cc1nc2cc(-c3ccc(Cl)cc3)nn2c(NCCN(C)C)c1C
    -4, 12, 8, 1, 1, -5, -4, ., -0.2
Cc1ccc(NC(=O)CCNS(=O)(=O)c2cccs2)cc1F
    -1, 22, -3, -1, 1, 2, 2, i, 0.7
COC(=O)[C@]12CCCCC=C1N(Cc1ccco1)C(=O)[C@H](CC(=O)N1CCOCC1)C2
    -1, 12, -15, -14, 0, ., 1, i, -1.4
CC1(C)CC(=O)C=C(Nc2ccc3c(c2)OCCO3)C1
    0, -3, -2, 15, 1, -2, 2, i, 2.9
CC(C)(C)c1cc2nc(NCc3cccc(Cl)c3)ccn2n1
    -2, 23, 7, -1, -5, -1, 3, i, 1.3
O=C(Nc1ccc(Cc2ccncc2)cc1)C1CC1
    -10, 0, -8, 8, 0, 0, -2, i, 0.3
Cc1ccc2c(c1)CN1CN2Cc2cc(C)ccc21
    1, -1, -6, 3, -6, -2, 15, i, 0.0
COc1ccc(-c2cc(C(=O)Nc3c(C)n(C)n(-c4ccccc4)c3=O)c3ccccc3n2)cc1OC
    -1, 18, -5, -2, -4, -2, 3, i, 3.1
O=C(O)CCCn1cc(NC(=O)COc2ccc(F)cc2)cn1
    -1, 13, -10, -8, 8, -1, 0, i, 0.0
CCOC(=O)C1CCN(C(=O)CSc2nccc(C)n2)CC1
    -4, 13, -9, 8, -2, 0, -1, i, 2.5
O=c1c(Cl)c(N/N=C/c2ccc(Br)cc2)cnn1-c1ccccc1
    -11, -14, 10, 1, -2, -3, -6, i, 0.1
CN(C)/C=C/C(=O)/C=C/c1ccc(Cl)cc1Cl
    -4, 5, -3, 7, -2, -2, -1, i, 0.9
COC(=O)c1nn(C)c(=O)[nH]c1=O
    -5, -1, -6, 11, -6, 5, -4, i, 0.4
CCN(CC)c1ccc(NC(=O)C2CCC(CNc3c(N4CCCC4)c(=O)c3=O)CC2)c(C)c1 (configuration not stated)
    -2, -3, 0, -18, -3, 0, -2, i, -1.0
Nc1ccc(SCc2cccnc2)cc1
    -7, 7, -5, 1, 0, 5, -1, i, -0.4
O=C(CC1SC(=O)N(c2ccccc2)C1=O)Nc1cccc2ccccc12 (configuration not stated)
    -6, 9, -10, 0, -5, -1, 2, i, -0.9

CendR NRP1 mod: hit marks shown above.
molecule	bovine MsrA act	SKN-1 inh	CendR NRP1 mod	eLon inh	Rin1 Abl inh	MT1-MMP act inh	Neddyl block	MsrA inh
COc1ccccc1N1CCN(C(=O)C2c3ccccc3Oc3ccccc32)CC1	-2	4	25*	8	-1	0	i	0.5

Going on with the list:
Below each compound – bovine MsrA act, SKN-1 inh, FAS TE block, CendR NRP1 mod, eLon inh, Rin1 Abl inh, MT1-MMP act inh, Neddyl block, MsrA inh
COc1ccc(CN2CCN(C)CC2)cc1OCc1ccccc1
    -1, 15, -9, 7, -6, -1, -3, i, -0.3
Cc1ccc(C2(C)NC(=O)N(CC(=O)Nc3ccc4c(c3)OCO4)C2=O)cc1 (configuration not stated)
    11*, -2, -3, -3, -8, 5, 4, i, -0.1
O=C(c1cccc(NS(=O)(=O)c2ccc(F)c(F)c2)c1)N1CCN(C(c2ccccc2)c2ccccc2)CC1
    -14, -15, 90*, 15, 0, -1, -15, i, 0.4
CC1CCCCC1NC(=O)Cn1ncc2ccccc21 (configuration not stated)
    -2, -19, -1, -7, -3, -5, -1, i, -0.8
Cc1nc(Cl)nc(N(C)c2ccccc2)c1[N+](=O)[O-]
    -1, 2, 0, 2, 4, -1, -1, i, 2.0
CCCCCNC(=O)Cc1cc(=O)[nH]c(=O)[nH]1
    -3, 5, -6, -8, -12, -2, 1, i, -0.4
CCOC(=O)N1CCN(S(=O)(=O)c2cc(Cl)c(OC)cc2Cl)CC1
    -7, -16, 1, 3, 0, 0, 4, i, -1.0
COc1ccc(CCn2c(N3CCOCC3)nc3c2c(=O)[nH]c(=O)n3C)cc1
    -7, -16, -7, -5, -1, -1, 5, i, -0.5
CC(=O)Nc1ccc(NS(=O)(=O)c2cn(C)c(=O)n(C)c2=O)cc1
    -12, -42, -10, -2, 4, 0, -2, i, -0.9
COc1ccc(Br)cc1C(=O)NC(=S)Nc1ccc(Cl)c(C(=O)O)c1
    -12, -17, 3, -5, -4, -1, -4, i, 0.7
CC1(C)c2[nH]c3ccccc3c2C[C@H]2C(=O)N(Cc3cccc(F)c3)C(=O)N21
    -1, 1, 18, 16, -4, -2, -1, i, -0.7
O=C(COC(=O)C1CCC1)NCc1ccccc1Cl
    0, -11, -8, -3, -12, 0, -3, i, -0.7
CCOC(=O)Nc1ccc(S(=O)(=O)N(C)C(C)C)cc1
    -1, 20, -4, -6, -7, 3, 5, i, 0.3
O=C(CSC1=NS(=O)(=O)c2ccccc2N1)NCc1ccc(F)cc1
    0, -1, -4, -3, 3, -3, -1, i, -0.9
CC1CCN(Cc2c(C(=O)O)nnn2-c2nonc2N)CC1
    -8, 13, -14, 13, -1, 1, -1, i, 0.9
